ABCG2 inh: blocks JC-1 efflux by human ABCG2 transporter; IgMXP3 cells, flow cytometry; inhibition, % at 6.6 µM; Q9UNQ0; 0.1% of 190,000 active;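 active = inhibition above 80%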;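 also: 0% = DMSO and 100% = nicardipine control wells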
Target sequence (Q9UNQ0 whole entry, looked up): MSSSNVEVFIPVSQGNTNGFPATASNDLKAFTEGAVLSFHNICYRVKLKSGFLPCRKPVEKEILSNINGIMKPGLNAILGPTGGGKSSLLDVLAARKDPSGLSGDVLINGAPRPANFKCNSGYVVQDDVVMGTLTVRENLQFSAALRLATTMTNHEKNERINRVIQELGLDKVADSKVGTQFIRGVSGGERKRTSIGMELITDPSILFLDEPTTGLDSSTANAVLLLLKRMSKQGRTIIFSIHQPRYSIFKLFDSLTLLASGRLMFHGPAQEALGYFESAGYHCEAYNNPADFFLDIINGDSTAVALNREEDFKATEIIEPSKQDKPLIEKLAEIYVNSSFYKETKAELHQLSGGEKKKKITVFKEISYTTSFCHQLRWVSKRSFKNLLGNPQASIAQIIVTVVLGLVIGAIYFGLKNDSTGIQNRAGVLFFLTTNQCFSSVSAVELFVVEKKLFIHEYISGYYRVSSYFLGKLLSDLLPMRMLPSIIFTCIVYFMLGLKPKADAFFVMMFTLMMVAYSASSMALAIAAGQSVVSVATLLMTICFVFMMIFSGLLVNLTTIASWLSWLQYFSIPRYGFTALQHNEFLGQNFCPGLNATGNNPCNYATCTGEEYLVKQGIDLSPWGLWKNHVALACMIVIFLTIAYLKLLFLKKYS
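material = IgMXP3 (ABCG2) plus far-red-tagged CCRF-Adr (ABCB1) cells | amount = 3 million cells/mL, equal mix of both lines | also added = JC-1 transporter substrate | dosing = one concentration, 6.6 µM final | schedule = 10 min at 25 °C | measured by = flow cytometric JC-1 green MFI at 530 nm | read-out basis = percent efflux inhibition, scaled nicardipine 100% to DMSO 0%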
RGS4-Gao reg: human RGS4-Galphao interaction regulation; P09471; Multiplexed bead flow cytometry, RGS4-Galphao binding; actives lie on both sides; binding response (% of control), % at 10 µM; 0.33% of 220,000 active; AID 1415; in the data active = binding response below about 49% or above about 150%; inactive = in between;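 also: fluorescent Galphao activated with aluminum fluoride binding bead-coupled RGS4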
GSH bead fluor: compound fluoresces at 488/530 nm on GSH beads. 0.25% of 190,000 active. GSH beads flow cytometry, compound fluorescence 488/530 nm; active compounds read high. fluorescence (KMESF) at 10 µM. AID 1776; in the data active = fluorescence above about 89;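 also: glutathione beads carrying GST-tagged Bcl family fusion proteins plus one bare bead set; values are compound well signal with DMSO vehicle wells as background; inactives centre near 16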
Bim-Bcl-XL: human Bim-Bcl-XL interaction inhibition; inhibition, % at 10 µM; AID 1007; Bim peptide-Bcl-XL binding, bead flow cytometry, fluorescence; 0.04% of 190,000 active; Q07817
RGS7-Gao: modulates binding of RGS7 to human Galphao; P09471; binding response (% of control), % at 10 µM; 0.35% of 220,000 active; Multiplexed bead flow cytometry; actives lie on both sides; AID 1439; in the data active = binding response below about 49% or above about 150%; inconclusive = no clear call, values can overlap the other calls; inactive = in between;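 also: fluorescent Galphao held in activated GDP-AlF4 state binding bead-coupled RGS7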
RGS8-Gao reg: modulates binding of RGS8 to human Galphao | multiplexed bead flow cytometry; actives lie on both sides | response (percent of control binding), % at 10 µM | 0.34% of 220,000 active | AID 1423; in the data active = response below about 60% or above about 140%; inactive = in between;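 also: Galphao activated as the GDP aluminium fluoride complex binding bead-coupled RGS8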
Bcl-2 Bim block: disrupts Bim peptide binding to human Bcl-2. 0.06% of 190,000 active. inhibition, % at 10 µM. Bead-based flow cytometry, Bim peptide-Bcl-2 binding. P10415. AID 950; in the data active = inhibition above about 40%; inconclusive = no clear call, values can overlap the other calls;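 also: 0% = no compound wells with probe peptide and 100% = reference peptide inhibitor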
Target sequence (P10415 whole entry, looked up): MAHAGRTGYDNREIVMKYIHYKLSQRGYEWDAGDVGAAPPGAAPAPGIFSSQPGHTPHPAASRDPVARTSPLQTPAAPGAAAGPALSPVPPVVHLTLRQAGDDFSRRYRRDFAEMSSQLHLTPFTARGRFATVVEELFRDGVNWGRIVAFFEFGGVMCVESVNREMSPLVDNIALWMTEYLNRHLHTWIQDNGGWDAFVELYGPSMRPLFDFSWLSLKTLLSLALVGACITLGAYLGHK
Bim-Bcl-B: inhibitors of Bim-Bcl-B interaction, human; bead-based flow cytometry, Bim peptide-Bcl-B binding; Q9HD36; inhibition, % at 10 µM; 0.073% of 190,000 active;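 also: 0% = tracer peptide without compound and 100% = reference inhibitor peptide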
Target sequence (Q9HD36 whole entry, looked up): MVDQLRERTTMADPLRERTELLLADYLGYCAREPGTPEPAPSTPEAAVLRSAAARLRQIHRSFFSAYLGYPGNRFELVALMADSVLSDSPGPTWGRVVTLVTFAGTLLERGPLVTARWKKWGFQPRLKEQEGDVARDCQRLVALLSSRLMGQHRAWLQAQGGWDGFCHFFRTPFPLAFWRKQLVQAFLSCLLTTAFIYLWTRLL
Bim-Bcl-W: inhibitors of Bim-Bcl-W interaction, human | bead-based flow cytometry, Bim peptide-Bcl-W binding | 0.02% of 190,000 active | inhibition, % at 10 µM | AID 952 | Q92843;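 also: 0% = bound tracer without compound and 100% = peptide blocker; higher means less fluorescent Bim peptide bound to Bcl-W beads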
Bfl-1 Bim block: disrupts Bim binding to human Bfl-1. Q16548. Bead-based flow cytometry, Bim-Bfl-1 binding inhibition. inhibition, % at 10 µM. 0.12% of 190,000 active. AID 1008;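 also: 0% = wells without compound plus tracer and 100% = blocker peptide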
ABCB1 inh: human ABCB1 inhibition, ABCG2 as counter-screen; P08183; CCRF-Adr cells, JC-1 efflux, flow cytometry; inhibition, % at 6.6 µM; 0.067% of 190,000 active; AID 1326; in the data active = inhibition above about 40%;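 also: 0% = vehicle and 100% = reference inhibitor; higher value means more JC-1 retained so stronger ABCB1 efflux block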
Numbers without * were called inactive; ? = inconclusive; & = joins results of further samples. Rule as the data show it, unless noted: active = inhibition above about 40%.

SMILES	ABCG2 inh	RGS4-Gao reg	GSH bead fluor	Bim-Bcl-XL	RGS7-Gao	RGS8-Gao reg	Bcl-2 Bim block	Bim-Bcl-B	Bim-Bcl-W	Bfl-1 Bim block	ABCB1 inh
CC(NCc1ccc(OCc2ccc(Cl)cc2)cc1)C(O)c1ccccc1 (stereo not given)	0.8	106.6	25	0.0	107.2	106.8	-1.0	-6.0	3.0	-6.0	1.0
Cc1ccc(NC(=O)COC(=O)CCC(=O)c2cccs2)cc1S(=O)(=O)N1CCOCC1	1.4	100.5	10	1.0	102.9	102.8	0.0	0.0	0.0	1.0	0.2
O=C(COc1cccnc1[N+](=O)[O-])Nc1cccc(S(=O)(=O)N2CCOCC2)c1	7.3	93.1	15	-2.0	?	95.9	0.0	-1.0	0.0	-3.0	0.3
N#CCCn1ncc2ccccc21	1.3	97.8	15	-1.0	96.8	97.1	-1.0	1.0	1.0	0.0	0.1
Cc1ccc2cc(C)c(Sc3nnnn3-c3ccccc3)nc2c1	-4.4	112.1	4	42.0*	105.5	119.4	26.0	23.0	28.0	40.0*	-0.2
O=C(Cc1ccc(Cl)cc1)Nc1ccc(SC(F)F)cc1	2.6	103.0	4	-3.0	109.0	101.2	-1.0	-4.0	-3.0	-1.0	0.6
Cc1ccccc1NC(=S)NCC(c1cccnc1)N1CCOCC1 (stereo not given)	9.2	102.1	10	-10.0	104.3	107.7	-5.0	-10.0	-4.0	-7.0	0.0
S=c1[nH]nc(Nc2ccccc2)s1	-0.1	98.4	16	-4.0	104.2	102.4	2.0	-16.0	-2.0	-1.0	-0.1
Cn1cnnc1SCC(=O)NC(=O)NC1CCCC1	1.2	99.8	36	-15.0	99.2	100.7	-11.0	-6.0	-1.0	-12.0	0.6
O=C(NC(=S)N1CCCCC1)C12CC3CC(CC(C3)C1)C2	0.6	101.2	12	-1.0	100.6	100.3	-9.0	-4.0	1.0	-10.0	0.3
O=C(Cc1ccc([N+](=O)[O-])cc1)NCc1ccncc1	-0.8	102.6	12	0.0	?	101.8	-2.0	-1.0	0.0	-6.0	1.2
O=c1c(-c2ccc3c(c2)OCCO3)c(C(F)(F)F)oc2cc(O)cc(O)c12	1.0	103.2	43	0.0	103.5	105.0	-9.0	-7.0	1.0	-13.0	0.3
CC(C)CN1CCN(Cc2cc(F)ccc2-n2cccn2)CC1CCO (stereo not given)	7.1	85.6	15	-7.0	86.1	89.1	-3.0	-7.0	-6.0	-6.0	3.1
CC1CCCCC12NC(=O)N(CC(=O)NCCc1ccccn1)C2=O (stereo not given)	0.0	98.2	15	-8.0	96.8	97.3	-9.0	-12.0	-6.0	-7.0	0.0
C/C(=N\NC(=O)c1ccc(N(C)C)cc1)c1ccc(C)c(C)c1	7.7	102.3	15	-8.0	98.6	102.6	-2.0	-7.0	-3.0	0.0	-0.2
N#C/C(=C\c1cccc(Oc2ccc(C(F)(F)F)cc2[N+](=O)[O-])c1)c1nc2ccccc2[nH]1	-0.5	98.3	9	0.0	97.1	98.3	-1.0	-3.0	-1.0	0.0	-0.4
COc1cc(/C=C/C(=O)OCC(=O)Nc2ccc3c(c2)OCCO3)ccc1O	56.1	94.8	10	-7.0	95.6	94.7	-7.0	-10.0	-4.0	-6.0	-0.5
COc1cc(C#N)ccc1OCC(=O)Nc1cccc(S(=O)(=O)N2CCCC2)c1	29.8	97.8	15	-2.0	?	97.2	0.0	-6.0	-4.0	-7.0	1.8
CC1(C)NC(=O)N(CC(O)CN2C(=O)NC(C)(C)C2=O)C1=O	4.1	93.5	13	0.0	92.2	97.0	-1.0	-2.0	1.0	-9.0	0.6
Cc1ccc(Cn2nnc3c(=O)n(CC(=O)OCc4ccccc4)cnc32)cc1	0.7	98.9	17	-2.0	98.6	112.5	1.0	-2.0	0.0	0.0	0.5
Clc1ccc(SCc2cc(-c3ccc(Cl)cc3)on2)cc1	-0.4	104.0	33	0.0	101.5	102.9	-9.0	-6.0	-3.0	-14.0	-2.3
Cc1nc2ccc(F)cc2cc1C(=O)Nc1ccc(Cl)c(Cl)c1	3.4	100.2	15	3.0	101.6	98.1	-6.0	5.0	0.0	-5.0	0.1
COc1cccc(/C=N/NC(=O)c2cnccn2)c1	7.0	98.2	16	-4.0	99.8	114.9	0.0	-3.0	-9.0	-6.0	0.1
COc1cc(NC2=Nc3cccc4cccc2c34)cc(OC)c1OC	8.3	111.1	5	-4.0	114.7	109.7	2.0	-8.0	-1.0	1.0	2.3
CCNS(=O)(=O)c1c(C)cc(C)c(N(C)S(=O)(=O)c2ccccc2)c1C	3.7	100.3	13	-3.0	100.4	102.5	0.0	-3.0	-3.0	-4.0	0.6
Cc1nc(NCCO)c(C#N)c2c1COC(C)(C)C2	0.4	99.4	10	-2.0	100.3	100.7	-1.0	-1.0	-1.0	-1.0	0.2
O=C(CSc1nnnn1C1CCCC1)c1ccc2c(c1)OCCO2	4.4	98.9	31	-2.0	99.4	101.5	-3.0	-1.0	0.0	-2.0	0.0
CCCN(C(=O)/C=C/c1ccco1)c1c(N)n(Cc2ccccc2)c(=O)[nH]c1=O	0.9	98.3	15	-6.0	93.5	96.8	-4.0	-6.0	-1.0	-5.0	0.2
Cc1ccc(C(=O)N/C(=C/c2ccco2)C(=O)NCC2CCCO2)cc1 (stereo not given)	3.0	90.3	9	-7.0	94.1	84.1	-15.0	-9.0	-4.0	-12.0	0.3
CCOC(=O)c1ccc(N2C(=O)C3CC=C(C)CC3C2=O)cc1 (stereo not given)	11.3	98.2	24	-11.0	96.4	99.6	-12.0	-12.0	-3.0	-17.0	0.8

Entries above with a CF3 group (two):
SMILES	ABCG2 inh	RGS4-Gao reg	GSH bead fluor	Bim-Bcl-XL	RGS7-Gao	RGS8-Gao reg	Bcl-2 Bim block	Bim-Bcl-B	Bim-Bcl-W	Bfl-1 Bim block	ABCB1 inh
O=c1c(-c2ccc3c(c2)OCCO3)c(C(F)(F)F)oc2cc(O)cc(O)c12	1.0	103.2	43	0.0	103.5	105.0	-9.0	-7.0	1.0	-13.0	0.3
N#C/C(=C\c1cccc(Oc2ccc(C(F)(F)F)cc2[N+](=O)[O-])c1)c1nc2ccccc2[nH]1	-0.5	98.3	9	0.0	97.1	98.3	-1.0	-3.0	-1.0	0.0	-0.4

Other structures
SMILES	ABCG2 inh	RGS4-Gao reg	GSH bead fluor	Bim-Bcl-XL	RGS7-Gao	RGS8-Gao reg	Bcl-2 Bim block	Bim-Bcl-B	Bim-Bcl-W	Bfl-1 Bim block	ABCB1 inh
O=C1CCCc2ccccc2N1Cc1c(Cl)cccc1Cl	1.9	95.6	20	-1.0	91.8	99.6	2.0	-2.0	-1.0	1.0	0.6
Cc1ccc(NCCC(=O)c2ccc(Cl)cc2)cc1	1.2	92.6	28	0.0	96.2	95.8	-2.0	-5.0	-3.0	-1.0	0.3
COCCn1c(-c2ccccc2)nc2oc3cc(OC)ccc3c(=O)c2c1=O	8.0	93.3	17	0.0	89.5	88.9	-1.0	0.0	0.0	0.0	2.8
O=c1[nH]c(SCc2ccccc2)nnc1-c1ccccc1	3.0	102.9	34	-3.0	99.2	103.4	17.0	0.0	2.0	1.0	-0.1
COc1ccc(NC2=C(C(C)=O)C(c3ccc4c(c3)OCO4)C(C(C)=O)C(C)(O)C2)cc1 (stereo not given)	0.7	99.8	64	-3.0	95.9	96.5	-6.0	-6.0	3.0	-3.0	0.5
COc1ccc(Cc2c(O)nc(SCC(=O)c3ccc(OC)cc3)[nH]c2=O)cc1	0.8	103.4	12	2.0	?	98.8	1.0	3.0	4.0	-5.0	-0.3
O=C(CNc1c(Br)cc(Br)cc1Br)NN=C1CCCCC1	-0.3	98.5	20	-14.0	97.1	101.5	-10.0	-10.0	-9.0	-15.0	-0.1
O=C(N1CCN(Cc2ccccc2)CC1)C(Cl)(Cl)Cl	-1.0	91.7	11	-5.0	99.2	93.9	0.0	-7.0	-2.0	-1.0	2.1
CCCN1C(=O)CC(c2ccco2)Sc2ccccc21 (stereo not given)	0.1	103.5	7	-5.0	106.4	106.8	-4.0	-6.0	5.0	-8.0	0.3
CC(NS(=O)(=O)c1ccc(Cl)cc1)C(=O)NCCC1=CCCCC1 (stereo not given)	1.7	98.1	13	-4.0	102.7	100.9	-6.0	-6.0	-3.0	-5.0	0.0
Cc1ccc2nc(-c3ccc(NC(=O)COC(=O)c4cncc(Br)c4)cc3)sc2c1	9.1	98.9	10	-7.0	101.0	102.2	-6.0	-10.0	-7.0	-2.0	-0.8
COc1cccc(CN2C(=O)CN(C3CCCCC3)C(=O)C2c2ccc(F)cc2)c1 (stereo not given)	1.0	100.6	21	0.0	101.2	102.8	-1.0	-3.0	-1.0	-2.0	1.2
Cc1c(O)c(=O)ccn1C	0.0	69.5&84.1	20&70	-2.0&-1.0	68.8&80.0	76.3&82.8	2.0&0.0	-6.0&-1.0	-2.0&0.0	-2.0&0.0	0.0
O=C(Nc1ccccc1N1CCCCC1)c1cccs1	8.2	107.6	34	4.0	107.5	101.9	-4.0	-7.0	2.0	-10.0	-0.7
O=S(=O)(Nc1ccccc1Cl)c1ccc(F)cc1	0.2	96.2	17	-1.0	99.2	101.0	-1.0	0.0	3.0	0.0	0.1
CN(C)c1nc(Nc2ccccc2)nc(N(C)C)n1	2.0	102.9	19	0.0	101.3	100.7	0.0	2.0	0.0	0.0	0.5
O=C1N=C(N2CCN(c3ccccc3)CC2)S/C1=C/c1cccs1	45.5	99.5	11	-7.0	99.8	99.8	-5.0	-8.0	-4.0	-6.0	3.2
Cn1c(CC(=O)NC(C)(C)CO)c(Sc2ccccc2)c2ccccc21	1.1	95.8	9	-3.0	99.3	99.5	-11.0	0.0	-3.0	-9.0	1.0
Fc1ccc(Cn2nnnc2CN2CCc3ccccc3C2)cc1	1.1	106.0	6	-3.0	105.6	103.9	-7.0	-3.0	1.0	-10.0	0.3
CCOC(=O)N1CCN(CCC(=O)Nc2ccc(Br)cc2)CC1	2.5	97.3	26	-3.0	100.6	98.7	-3.0	-6.0	2.0	-11.0	0.2
O=C(/C=C/c1ccc(Cl)cc1)Nc1ccc(N2CCCCC2)cc1	1.0	100.4	20	-2.0	98.3	100.2	-1.0	-3.0	-3.0	0.0	0.1
CCOC(=O)c1[nH]c2ccc(OC)cc2c1NC(=S)N1CCN(c2ccccc2OC)CC1	-0.3	103.3	18	-5.0	97.8	94.2	-6.0	-9.0	-6.0	4.0	-0.1
O=C1NC(c2ccccc2)=C(c2ccc3ccccc3n2)C(c2ccccc2)N1 (stereo not given)	13.2	100.3	24	-4.0	99.8	103.6	-1.0	-8.0	-1.0	-1.0	2.5
CCNC(=O)CC1C(=O)N(c2ccccc2)C(=O)N1Cc1ccc(OC)cc1 (stereo not given)	0.7	101.1	23	-6.0	98.5	102.2	-10.0	-11.0	-2.0	-14.0	0.7
CCOC(=O)N1CCC(N2Cc3cccc(C(=O)NCc4ccc(OC)cc4)c3C2=O)CC1	5.3	87.5	19	2.0	94.1	101.0	3.0	4.0	5.0	1.0	10.6
COc1ccc(NC(=O)c2ccco2)c([N+](=O)[O-])c1	20.5	98.6	13	-7.0	101.2	99.9	-3.0	-10.0	-4.0	-6.0	0.9
CCOc1ccccc1Nc1ccnc2cc(Cl)ccc12	3.5	103.2	11	0.0	105.1	104.3	-5.0	-3.0	0.0	-4.0	0.7
